Screening results from PubChem.
MCF10A rereplic: inducers of DNA re-replication in MCF 10A breast cells; 350,000 compounds, 2.9% hits; AID 624296; MCF 10A DNA re-replication, Hoechst nuclear intensity, 48 h; Potency, µM (titrated, usually from 46.1 µM), for inactives: at the highest dose activity, positive = re-replication, actives largely listed as activators; further: potency means the concentration at half of the fitted maximal effect; % of control where 0% means no effect; nearly all actives have a fitted effect of over 50% in size
HEK293 tox: cytotoxicity counter-screen for GLP-1 receptor inverse agonists | HEK293 cAMP-luciferase reporter cells, luminescence, 24 h | Potency, µM (titrated, usually from 38.3 µM), for inactives: at the highest dose activity change, negative = inhibition, usual class: inhibitors | 410,000 compounds, 0.13% hits;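 further: loss of luciferase light is scored as toxicity; potency means the concentration at half of the fitted maximal effect; on the % scale 0 is the no-effect control and ±100 the full control effect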
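Here, cytotoxicity is scored as loss of luminescence. The MLSMR collection was tested on cells seeded in medium containing 10% Nu serum, with a 24 hr compound exposure preceded by 12 hours of culture.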
HT1080-NT tox: kills 2HG-producing HT-1080-NT fibrosarcoma cells; HT-1080-NT fibrosarcoma viability, CellTiter-Glo ATP luminescence, 48 h; Potency, µM (titrated, usually from 46.1 µM), for the others: at the highest dose activity, negative = less viability, actives largely listed as cytotoxic; 360,000 compounds, 1.6% hits; AID 686970;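 further: NT is the 2HG producing partner of a matched IDH1 knockdown line; potency means the concentration at half of the fitted maximal effect; 0% = DMSO-treated cells and -100% = media-only wells without cells; nearly all actives have a fitted effect of over 55% in size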
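HT-1080-NT fibrosarcoma cells (2HG-overproducing), 750 cells/well in RPMI with 5% FBS, dosed after 2 h and incubated 48 h at 37C. CellTiter-Glo luminescence normalized to DMSO and no-cell wells; concentration-response curves fitted and classed.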
IL1B secr inh: blocks inflammasome-driven IL-1 beta release | THP-1 LPS/ATP IL-1B secretion, AlphaLISA, 16 h; active compounds read low | activity change, % at 57.5 µM | 360,000 compounds, 4.7% hits; in the data active means activity change below about -50%; inconclusive means mostly about -30% to -49%; further: on the % scale 0 is the no-effect control and ±100 the full control effect
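THP-1 cells pretreated 1 hr with compounds (up to 57.5 uM final), then stimulated with LPS (250 ng/mL final) plus ATP (1.25 mM final); secreted IL-1B measured by AlphaLISA after 16 hr, decreased signal indicating inhibition.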
KB-3-1 cytotox: kills parental KB-3-1 adenocarcinoma cells | KB-3-1 viability, CellTiter-Glo ATP luminescence, 72 h | Potency, µM (top dose mostly 46.1 µM), without a hit: at the highest dose activity change, negative = cytotoxic, hits mostly cytotoxic | 400,000 compounds, 1.4% hits; further: potency means the concentration at half of the fitted maximal effect; on the % scale 0 is the no-effect control and ±100 the full control effect; nearly all actives have a fitted effect of over 60% in size
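Using CellTiter-Glo luminescence, growth of non-resistant KB-3-1 adenocarcinoma cells is assessed 72 h after pin-tool compound addition at 37 °C. Normalized responses across the concentration series yield fitted curves.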
HT1080 IDH1KD tx: toxicity to HT-1080 IDH1 knockdown cells (counter line) | AID 686971 | 360,000 compounds, 2% hits | HT-1080 IDH1 knockdown viability, ATP luminescence, 48 h | Potency, µM (highest dose often 46.1 µM), inactives show top-dose activity, negative = toxicity, actives largely listed as cytotoxic;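 further: potency means the concentration at half of the fitted maximal effect; 0% = DMSO wells and -100% = cell-free medium wells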
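IDH1KD HT-1080 cells, 750/well, RPMI + 5% FBS; compound pinned after 2 h settling; 48 h, 37 °C; CellTiter-Glo luminescence; % activity normalised to DMSO and no-cell wells; curves fitted, classed by r2 and efficacy.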
SW480 rereplic: inducers of DNA re-replication in SW480 colon cancer cells | 340,000 compounds, 1.8% hits | Potency, µM (top dose mostly 46.1 µM), inactives show top-dose re-replication activation, hits mostly activators | SW480 DNA re-replication, Hoechst DNA content imaging, 48 h; further: potency means the concentration at half of the fitted maximal effect; % of control where 0% means no effect; nearly all actives have a fitted effect of over 55% in size
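Image-based read-out: total Hoechst fluorescence of nuclei (405 nm excitation, 500-530 nm emission), with hits raising the fraction of high-intensity nuclei. SW480 colon cells incubated 48 hr with compounds at 37 C.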
KB-V1 cytotox: KB-V1 MDR subline cytotoxicity; KB-V1 MDR cells viability, CellTiter-Glo, 72 h; Potency, µM (highest dose often 46.1 µM), for inactives: at the top dose activity change, negative = cytotoxicity, usual class: cytotoxic; 400,000 compounds, 3.4% hits; AID 1347076; further: potency means the concentration at half of the fitted maximal effect; on the % scale 0 is the no-effect control and ±100 the full control effect; nearly all actives have a fitted effect of over 60% in size
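In this primary screen, KB-V1 cells overexpressing P-gp are incubated with library compounds (lowest to highest concentration) for 72 h at 37 degrees C before a luminescent ATP viability read.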
DRD3 agonist: D3 dopamine receptor (human) agonism; D3R DiscoveRx beta-arrestin cells, luminescence, 90 min; max activation, %; 410,000 compounds, 0.58% hits; AID 652048; in the data active means max activation above about 30%; further: 0% is about no effect; mostly tested at two doses, the higher about 12 µM
Target sequence (P35462 whole entry, looked up): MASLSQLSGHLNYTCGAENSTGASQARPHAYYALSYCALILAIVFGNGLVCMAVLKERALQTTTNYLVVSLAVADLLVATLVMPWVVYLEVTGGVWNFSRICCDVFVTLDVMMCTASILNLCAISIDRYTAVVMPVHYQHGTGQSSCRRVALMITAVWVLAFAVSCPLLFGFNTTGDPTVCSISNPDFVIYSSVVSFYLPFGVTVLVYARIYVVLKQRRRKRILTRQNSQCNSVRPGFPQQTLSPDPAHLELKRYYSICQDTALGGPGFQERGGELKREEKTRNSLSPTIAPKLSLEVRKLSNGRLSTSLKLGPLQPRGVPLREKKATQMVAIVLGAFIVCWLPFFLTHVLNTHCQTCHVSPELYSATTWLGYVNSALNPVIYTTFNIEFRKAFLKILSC
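Agonist-mode cell screen: cells plated at 1500/well and incubated overnight at 37 °C, then exposed to library compounds for 90 min at 37 °C. Detection reagent was added for 30–60 min at room temperature, and luminescence was read.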
Numbers without * were called inactive. Unless noted, the call rests on the fitted dose curve; in most records, active means well fitted curve in the direction sought with a large enough effect; inconclusive means small, poorly fitted or top-dose-only effect, or another doubt; inactive means no such curve, though single readings can be large; an effect the other way counts as inactive or inconclusive.

Sample of the layout, 3 compounds:
Screening CC1CN(C(=O)COC(=O)c2ccc(NC(=O)CC#N)cc2)CC(C)O1 (stereo not drawn) returned MCF10A rereplic -1%, HEK293 tox 5%, HT1080-NT tox 11%, IL1B secr inh 26, KB-3-1 cytotox -3%, HT1080 IDH1KD tx 8%, SW480 rereplic 3%, KB-V1 cytotox 0% and DRD3 agonist 2.
COC(=O)c1c(NC(=O)CCCOc2ccc(C)cc2)sc2c1CCCC2 was read as HEK293 tox 3%, KB-3-1 cytotox 7%, KB-V1 cytotox 12% and DRD3 agonist -3.
Screening COCCNC(=O)C1(C)CCN(C(=O)c2ccc3ccccc3n2)C1 (stereo not drawn) returned HEK293 tox 4%, HT1080-NT tox 22%, IL1B secr inh 5, KB-3-1 cytotox 0%, HT1080 IDH1KD tx 16%, KB-V1 cytotox -1% and DRD3 agonist -3.

Results, from the start:
Screening CC1CN(C(=O)COC(=O)c2ccc(NC(=O)CC#N)cc2)CC(C)O1 (stereo not drawn) returned MCF10A rereplic -1%, HEK293 tox 5%, HT1080-NT tox 11%, IL1B secr inh 26, KB-3-1 cytotox -3%, HT1080 IDH1KD tx 8%, SW480 rereplic 3%, KB-V1 cytotox 0% and DRD3 agonist 2.
COC(=O)c1c(NC(=O)CCCOc2ccc(C)cc2)sc2c1CCCC2 was read as HEK293 tox 3%, KB-3-1 cytotox 7%, KB-V1 cytotox 12% and DRD3 agonist -3.
Screening COCCNC(=O)C1(C)CCN(C(=O)c2ccc3ccccc3n2)C1 (stereo not drawn) returned HEK293 tox 4%, HT1080-NT tox 22%, IL1B secr inh 5, KB-3-1 cytotox 0%, HT1080 IDH1KD tx 16%, KB-V1 cytotox -1% and DRD3 agonist -3.
Screening Cc1c2c(nc3ccccc13)CCC(C(C)(C)C)C2 (stereo not drawn) returned MCF10A rereplic inconclusive, HEK293 tox inconclusive, HT1080-NT tox -22%, IL1B secr inh -9, KB-3-1 cytotox -2%, HT1080 IDH1KD tx -22%, SW480 rereplic -12%, KB-V1 cytotox -1% and DRD3 agonist 6.
`Cc1ccc(C(=O)OCC(=O)NC(=O)c2ccccc2)o1` gave MCF10A rereplic -3%, HEK293 tox 0%, HT1080-NT tox 18%, IL1B secr inh 7, KB-3-1 cytotox 8%, HT1080 IDH1KD tx 11%, SW480 rereplic -25%, KB-V1 cytotox 23% and DRD3 agonist 7.
For CCOC(=O)N1CCC(N2CCN(S(=O)(=O)CC)CC2)CC1 the results were MCF10A rereplic -5%, HEK293 tox -1%, HT1080-NT tox 18%, IL1B secr inh 4, KB-3-1 cytotox 1%, HT1080 IDH1KD tx 2%, SW480 rereplic -3%, KB-V1 cytotox -4% and DRD3 agonist -5.
For CC(C)c1noc(-c2ccccc2OCC(=O)Nc2cccc([N+](=O)[O-])c2)n1 the results were HEK293 tox 1%, KB-3-1 cytotox 20%, KB-V1 cytotox -3% and DRD3 agonist 1.
Screening CC(C)Oc1ccccc1C1(c2ccccc2)NC(=O)NC1=O (stereo not drawn) returned MCF10A rereplic 6%, HEK293 tox 5%, HT1080-NT tox 2%, IL1B secr inh -7, KB-3-1 cytotox 4%, HT1080 IDH1KD tx 3%, SW480 rereplic -4%, KB-V1 cytotox 18% and DRD3 agonist 17.
For CCN1C(=O)CSC1=Nc1ccc(C(=O)OC)cc1 the results were HEK293 tox 3%, HT1080-NT tox 14%, IL1B secr inh 34, KB-3-1 cytotox -1%, HT1080 IDH1KD tx 7%, KB-V1 cytotox -1% and DRD3 agonist -5.
Screening COc1ccc(CNC(=S)NCc2ccc(F)cc2)cc1OC returned MCF10A rereplic 2%, HEK293 tox -13%, HT1080-NT tox -24%, IL1B secr inh 30, KB-3-1 cytotox -3%, HT1080 IDH1KD tx -12%, SW480 rereplic 3%, KB-V1 cytotox inconclusive and DRD3 agonist 13.
`Cc1ccc(CNc2cnccn2)cc1` gave MCF10A rereplic -1%, HEK293 tox 9%, HT1080-NT tox 0%, IL1B secr inh -8, KB-3-1 cytotox -9%, HT1080 IDH1KD tx -15%, SW480 rereplic -15%, KB-V1 cytotox -2% and DRD3 agonist -2.
CCOC(=O)N1Cc2cc3ccccc3nc2C1 was read as HEK293 tox -8%, HT1080-NT tox 1%, IL1B secr inh 27, KB-3-1 cytotox -3%, HT1080 IDH1KD tx 1%, KB-V1 cytotox inconclusive and DRD3 agonist 4.
`Fc1ccc(CNC(=S)Nc2cccc(C(F)(F)F)c2)cc1` gave MCF10A rereplic 23%, HEK293 tox -5%, HT1080-NT tox inconclusive, IL1B secr inh 0, KB-3-1 cytotox inconclusive, HT1080 IDH1KD tx inconclusive, SW480 rereplic 0%, KB-V1 cytotox 21µM* and DRD3 agonist -5.
Screening CC1=C(C(=O)N2CCCCCC2)CC(CC(=O)NCc2cccs2)C(=O)N1Cc1ccccc1 (stereo not drawn) returned HEK293 tox -13%, HT1080-NT tox 9%, IL1B secr inh -16, KB-3-1 cytotox 0%, HT1080 IDH1KD tx 16%, KB-V1 cytotox -14% and DRD3 agonist -2.
Screening C/C(=N\Nc1ccc(C)c(Cl)c1)c1cccnc1 returned MCF10A rereplic -5%, HEK293 tox -7%, HT1080-NT tox 2%, IL1B secr inh 1, KB-3-1 cytotox 0%, HT1080 IDH1KD tx 0%, SW480 rereplic -10%, KB-V1 cytotox 3% and DRD3 agonist -4.
Screening CC(C)[C@@H](N)C(=O)N/N=C/c1ccc2ncccc2c1 returned MCF10A rereplic -8%, HEK293 tox 2%, HT1080-NT tox -9%, IL1B secr inh -1, KB-3-1 cytotox 1%, HT1080 IDH1KD tx -1%, SW480 rereplic -1%, KB-V1 cytotox 22% and DRD3 agonist 7.
For COCCn1c(SCC(=O)Nc2cccc(F)c2)nc2c([nH]c3ccccc32)c1=O the results were MCF10A rereplic inconclusive, HEK293 tox -2%, HT1080-NT tox -5%, IL1B secr inh inactive, KB-3-1 cytotox inconclusive, HT1080 IDH1KD tx 15%, SW480 rereplic -20%, KB-V1 cytotox 1% and DRD3 agonist 5.
Screening Cn1c(COc2ccc(C(=O)O)cc2)nc2ccccc21 returned MCF10A rereplic -10%, HEK293 tox 23%, HT1080-NT tox 20%, IL1B secr inh 13, KB-3-1 cytotox 8%, HT1080 IDH1KD tx 0%, SW480 rereplic -51%, KB-V1 cytotox 0% and DRD3 agonist 2.
Screening CCOc1ccc(/C=C2\SC(=S)N(CCC(=O)N(CCO)c3ccccc3)C2=O)cc1 returned MCF10A rereplic -3%, HEK293 tox inconclusive, HT1080-NT tox inconclusive, IL1B secr inh -81*, KB-3-1 cytotox inconclusive, HT1080 IDH1KD tx inconclusive, SW480 rereplic inconclusive, KB-V1 cytotox 19% and DRD3 agonist -3.
Cc1nn2c(=O)cc(COc3ccc(/C=C(\C#N)C(=O)Nc4ccccc4)cc3Cl)nc2s1 was read as HEK293 tox inconclusive, KB-3-1 cytotox 4%, KB-V1 cytotox inconclusive and DRD3 agonist -5.
Screening Cn1cc(CN2CCC(CO)CC2)c(-c2ccc(Oc3ccccc3)cc2)n1 returned MCF10A rereplic 6%, HEK293 tox -14%, HT1080-NT tox -28%, IL1B secr inh 42, KB-3-1 cytotox -10%, HT1080 IDH1KD tx inconclusive, SW480 rereplic 1%, KB-V1 cytotox inconclusive and DRD3 agonist -2.
Screening CN(C)CC(C)(C)CNC(=S)Nc1ccc(S(=O)(=O)N2CCOCC2)cc1 returned MCF10A rereplic 7%, HEK293 tox 5%, HT1080-NT tox 0%, IL1B secr inh 0, KB-3-1 cytotox 11%, HT1080 IDH1KD tx 1%, SW480 rereplic 26µM*, KB-V1 cytotox inconclusive and DRD3 agonist -7.
`CCOc1ccccc1OCC(=O)NN=C1CCCC(=O)C1` gave MCF10A rereplic 1%, HEK293 tox 3%, HT1080-NT tox 2%, IL1B secr inh 0, KB-3-1 cytotox -6%, HT1080 IDH1KD tx 1%, SW480 rereplic 5%, KB-V1 cytotox -7% and DRD3 agonist -5.
For COCCNC(=O)c1cc2c(=O)[nH]c3ccccc3c2s1 the results were MCF10A rereplic -3%, HEK293 tox 0%, HT1080-NT tox -3%, IL1B secr inh -19, KB-3-1 cytotox 11%, HT1080 IDH1KD tx 3%, SW480 rereplic 0%, KB-V1 cytotox 4% and DRD3 agonist 8.
`CCn1ncc(CN2CCC(Oc3cc(C(=O)NC4CC4)ccc3OC)CC2)c1C` gave MCF10A rereplic -2%, HEK293 tox 6%, HT1080-NT tox -1%, IL1B secr inh -2, KB-3-1 cytotox 0%, HT1080 IDH1KD tx -1%, SW480 rereplic -8%, KB-V1 cytotox inconclusive and DRD3 agonist -1.
Screening Cc1cc(C)n(CC(O)CN2C(=O)NC(C)(C)C2=O)n1 (stereo not drawn) returned MCF10A rereplic -2%, HEK293 tox -1%, HT1080-NT tox 5%, IL1B secr inh 10, KB-3-1 cytotox 13%, HT1080 IDH1KD tx 19%, SW480 rereplic -9%, KB-V1 cytotox -1% and DRD3 agonist 4.
Screening O=C(Cc1n[nH]c(=O)c2ccccc12)OCC(=O)c1ccc2c(c1)OCCO2 returned MCF10A rereplic 2.1µM*, HEK293 tox -12%, HT1080-NT tox inconclusive, IL1B secr inh 64, KB-3-1 cytotox 1.5µM*, HT1080 IDH1KD tx 8.2µM*, SW480 rereplic 4.6µM*, KB-V1 cytotox inconclusive and DRD3 agonist 1.
Screening Cc1ccc(N(C)S(=O)(=O)c2c(C)[nH]c(C)c2C(=O)N2CCCC2)cc1 returned MCF10A rereplic -3%, HEK293 tox -4%, HT1080-NT tox 4%, IL1B secr inh 28, KB-3-1 cytotox 3%, HT1080 IDH1KD tx 6%, SW480 rereplic 22%, KB-V1 cytotox 11% and DRD3 agonist 5.
